Screening results from PubChem.
IL2 activator: qHTS of IL-2 Activators. IL-2 activation reporter assay, cell-based qHTS; stimulated with anti-CD3/CD4/CD28 beads; in transgenic mouse T cells. activation, % (series mostly up to about 46 µM). 360,000 compounds, 0.065% hits. AID 652025, 2013; in the data active = activation above about 50%; inconclusive = mostly about 30% to 49%; note: 0% is about no effect
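Screening format: compound pinned onto unstimulated transgenic mouse T cells, 60 min incubation, then anti-CD3/anti-CD4/anti-CD28 bead stimulation for 18 hours at 37 degrees C, followed by EGFP and DsRed detection.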
PI5P4Ka inh: qHTS for Inhibitors of phosphatidylinositol 5-phosphate 4-kinase (PI5P4K) | Phosphatidylinositol 5-phosphate 4-kinase type-2 alpha (Homo sapiens), P48426 | PI5P4Kalpha enzyme, ADP-Glo luminescence, 60 min; active compounds read low | max response, % | 330,000 compounds, 1.2% hits | AID 652105, 2013; active = max response of -50% or lower; inconclusive = between -30% and -50%; inactive = -30% or higher; note: value at the top dose of about 77 µM; % is set by controls: 0 for no effect and ±100 for the full control effect
Target sequence (P48426 whole entry, looked up): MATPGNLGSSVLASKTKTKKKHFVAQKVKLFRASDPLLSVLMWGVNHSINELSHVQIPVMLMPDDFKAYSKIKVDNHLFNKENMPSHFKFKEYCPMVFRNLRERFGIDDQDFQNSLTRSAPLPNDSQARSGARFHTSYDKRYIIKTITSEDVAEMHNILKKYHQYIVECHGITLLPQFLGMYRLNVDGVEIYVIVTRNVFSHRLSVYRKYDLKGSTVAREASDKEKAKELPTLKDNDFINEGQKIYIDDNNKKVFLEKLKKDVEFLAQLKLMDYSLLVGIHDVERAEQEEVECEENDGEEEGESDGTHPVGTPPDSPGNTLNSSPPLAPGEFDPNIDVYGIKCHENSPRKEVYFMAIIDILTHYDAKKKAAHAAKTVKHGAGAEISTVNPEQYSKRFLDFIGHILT
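Single end-point luminescence (ADP-Glo) quantified ADP from PI5P4Kalpha turnover; ATP 5 microM final, 1 h at RT, 0.1% CHAPS and 0.28 mM EGTA in HEPES pH 7.4.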
WRN inhibitor: qHTS for Inhibitors of WRN Helicase; 360,000 compounds, 0.46% hits; WRN helicase unwinding, fluorescent forked duplex, kinetic; Bifunctional 3'-5' exonuclease/ATP-dependent helicase WRN (Homo sapiens), Q14191; Potency, µM (doses to about 114 µM), for inactives: at the top dose activity change, negative = inhibition, usual class: inhibitors; note: potency is the fitted concentration of half-maximal effect; % is set by controls: 0 for no effect and ±100 for the full control effect; nearly all actives have a fitted effect of over 55% in size
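WRN at 20 nM final was preincubated with compound for 15 min at room temperature; reaction started with 100 nM forked duplex oligonucleotide carrying fluorophore and quencher plus 2 mM ATP (final). Unwinding followed kinetically by red fluorescence (ex 525/em 598 nm).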
PLK1 PBD inh: qHTS for Inhibitors of PLK1-PDB (polo-like kinase 1 - polo-box domain): Primary Screen | Plk1 PBD binding of FITC phosphopeptide, fluorescence polarization | Potency, µM, for inactives: max response, negative = inhibition, usual class: inhibitors | 360,000 compounds, 2.8% hits | AID 720504, 2013; note: potency is the fitted concentration of half-maximal effect; series mostly up to about 57 µM; % is set by controls: 0 for no effect and ±100 for the full control effect; nearly all actives have a fitted effect of over 65% in size
Target sequence (P53350 whole entry, looked up, the tested form may be a part): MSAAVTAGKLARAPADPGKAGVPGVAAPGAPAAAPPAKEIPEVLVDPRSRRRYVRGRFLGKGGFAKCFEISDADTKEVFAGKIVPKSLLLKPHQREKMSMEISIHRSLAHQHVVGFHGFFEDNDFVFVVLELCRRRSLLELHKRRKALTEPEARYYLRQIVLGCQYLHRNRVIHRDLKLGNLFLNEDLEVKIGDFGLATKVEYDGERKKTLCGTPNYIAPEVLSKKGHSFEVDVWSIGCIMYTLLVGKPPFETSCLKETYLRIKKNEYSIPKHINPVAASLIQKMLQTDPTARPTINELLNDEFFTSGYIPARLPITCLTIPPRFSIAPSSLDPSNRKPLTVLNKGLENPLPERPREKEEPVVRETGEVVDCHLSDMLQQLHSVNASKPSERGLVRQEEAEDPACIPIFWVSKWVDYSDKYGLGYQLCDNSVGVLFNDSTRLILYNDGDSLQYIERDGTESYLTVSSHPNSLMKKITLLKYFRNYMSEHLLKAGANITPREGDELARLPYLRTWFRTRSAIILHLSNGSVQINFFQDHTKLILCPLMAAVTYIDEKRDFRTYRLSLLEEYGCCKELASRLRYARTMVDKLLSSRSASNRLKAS
EPAC1 ag: qHTS for Agonist of cAMP-regulated guanine nucleotide exchange factor 3 (EPAC1): primary screen. Rap guanine nucleotide exchange factor 3 (Homo sapiens), O95398. AID 720707, 2013. EPAC1 agonist qHTS, biochemical assay; response scale: 100% = response to 6.5 mM cAMP. Potency, µM (top dose mostly 154 µM), without a hit: at the top dose activation, hits mostly activators. 360,000 compounds, 0.073% hits; note: potency is the fitted concentration of half-maximal effect; nearly all actives have a fitted effect of over 60% in size
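Multi-concentration qHTS readout: loss of Rap1B-bound BODIPY-GDP fluorescence driven by 100 nM EPAC1 with excess GDP (50 uM), monitored kinetically at room temperature; agonist response expressed relative to 6.5 mM cAMP.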
Abeta rescue: qHTS for compounds that reverse cellular toxicity of Amyloid beta (A-beta) peptide in yeast: Primary Screen | yeast expressing A-beta42, growth rescue, OD600, 48 h; response scale: 0% DMSO, 100% iron-clioquinol control | Potency, µM (highest dose often 46.1 µM), inactives show top-dose growth rescue, usual class: activators | 410,000 compounds, 0.063% hits | AID 1347071, 2019; note: potency is the fitted concentration of half-maximal effect; nearly all actives have a fitted effect of over 55% in size
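Yeast A-beta toxicity model in growth medium with pinned compounds, 48 h at 30 C; growth read as absorbance at 600 nm. Normalized to FeCl3/clioquinol equimolar mix (positive) and DMSO (negative).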
FUS yeast rescue: qHTS for Suppressors of FUS Proteinopathy: Primary screen using FUS-linked yeast assay; S. cerevisiae FUS-expressing, growth rescue, OD600, 24 h; Potency, µM (doses to about 76.6 µM), for the others: at the top dose growth rescue (activation), actives largely listed as activators; 390,000 compounds, 0.24% hits;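 note: potency is the fitted concentration of half-maximal effect; plate controls were DMSO vehicle for no effect and reference control for full effect; nearly all actives have a fitted effect of over 55% in size; some results filed as inactive show a strong effect at the top dose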
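Quantitative HTS measuring growth restoration of FUS-toxic yeast. Galactose-induced cells (OD 0.005) were exposed 24hr at 30C to compounds at several concentrations, then absorbance at 600 nm was recorded.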
EPAC1 antagonist: qHTS for Antagonist of cAMP-regulated guanine nucleotide exchange factor 3 (EPAC1): primary screen | EPAC1 GEF assay, Rap1b-BODIPY-GDP exchange fluorescence | Rap guanine nucleotide exchange factor 3 (Homo sapiens), O95398 | 360,000 compounds, 0.14% hits | Potency, µM (doses to about 115 µM), inactives show top-dose activity change, negative = inhibition, hits mostly inhibitors;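 note: potency is the fitted concentration of half-maximal effect; plate controls were vehicle for no effect and positive control for full effect; nearly all actives have a fitted effect of over 50% in size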
The depositor's hits bear a star; u = inconclusive; x = no result given; & = joins results of further samples; [ ] = another dose, or the depositor's remark. Unless noted, calls come from the whole dose curve; as a rule, active = well fitted curve in the direction sought with a large enough effect; inconclusive = small, poorly fitted or top-dose-only effect, or another doubt; inactive = no such curve, though single readings can be large; an effect the other way counts as inactive or inconclusive. Only part of the results is shown; count on the stated rates, not on these rows.

SMILES | IL2 activator | PI5P4Ka inh | WRN inhibitor | PLK1 PBD inh | EPAC1 ag | Abeta rescue | FUS yeast rescue | EPAC1 antagonist
CCCCNC(=O)c1c(N)n(Cc2ccc3c(c2)OCO3)c2nc3ccccc3nc12 | -1.8 | x | -22% | -5% | 8% | -3% | -11% | -29%
Cc1cc(N2CCNCC2)nc2ccccc12 | 1.7 | 1 | 15% | 27µM* | 1% | 1% | -4% | 6%
CC(Nc1cc(C)cc(C)c1)=[N+](C)CCNS(=O)(=O)c1ccc(Cl)cc1 | 0.5 | -3 | -1% | -14% | 8% | 3% | 20% | u
COc1ccccc1N1C(=O)CC(=O)NC1=O | -0.4 | -2 | 2% | -13% | 16% | x | -10% | -8%
CCOC(=O)C1SC2(C(F)(F)C(F)F)CC1(O)c1c(c(OC)c3occc3c1OC)O2 (configuration not stated) | -2.5 | x | -19% | 1% | 15% | -12% | 20% | -11%
C[C@]12CCC3C(CC[C@H]4C[C@@H](O)CC[C@]34C)C1C/C(=N/O)[C@@H]2O (some centres not stated) | -0.3 | -3 | -3% | -5% | 10% | -4% | 3% | -27%
COc1ccc(-n2c(-c3ccccc3F)nc3ccccc3c2=O)cc1 | -2.5 | 5 | -1% | -7% | 1% | -10% | -23% | -3%
COC(=O)C1=C(c2cc3ccccc3s2)C[C@@H]2CC[C@H]1N2C(=O)NCc1ccc(F)cc1 | -3.0 | -1 | -6% | -5% | -1% | 0% | u | 16%
O=C(/C=C/c1ccccc1)NCCc1cnc[nH]1 | -0.5 | 1 | 7% | -15% | -15% | -22% | -5% | -7%
CC(C)CCN1CCN(Cc2c(F)cccc2Cl)CC1CCO (configuration not stated) | -3.0 | 0 | -2% | -12% | -1% | 8% | -22% | -10%
O=c1[nH]c(O)c(C=Nc2ccc(F)c(Cl)c2)c(=O)[nH]1 | -0.7 | -1 | 9% | -12% | 1% | -1% | -22% | -26%
CCCCNC(=O)CN1C(=O)CN=C(c2ccccc2)c2ccccc21 | 1.3 | -1 | 10% | 1% | -12% | 4% | -4% | -6%
C=CCN1C(=O)CSc2ccc(C(=O)N3CCC4(CC3)OCCO4)cc21 | -4.6 | x | 2% | -14% | 10% | -3% | 7% | 5%
CCOC(=O)[C@]12Cc3cc(OC)ccc3[C@H]1N(C1CCCCC1)C(=O)c1ccccc12 | -1.1 | -5 | -15% | 3µM* | -3% | -84%[inhibitor] | 43% | -15%
CN(C(=O)COC(=O)c1cn(C)c2ccccc12)C1CCCCC1 | 0.9 | -1 | 4% | 2% | 7% | 7% | 13% | 7%
CC(=O)OCC(=O)[C@H]1CC[C@H]2[C@@H]3CC[C@H]4C[C@H](O)CC[C@]4(C)[C@H]3C(=O)C[C@]12C | 2.0 | 1 | 1% | -19% | -3% | -15% | 0% | -14%
COC(=O)C1=C(c2ccccc2)C[C@@H]2CC[C@H]1N2C(=O)NC1CC1 | 0.7 | -4 | 10% | -4% | -5% | -6% | 2% | -4%
O=C(NCCCN1CCOCC1)C(Cl)(Cl)Cl | 0.5 | -6 | -7% | -5% | -29% | 3% | x | u
O=C1NC(=O)N(c2cccc(F)c2)C(=O)/C1=C/c1ccc(N2CCOCC2)cc1 | -0.5 | -61* | -8% | 12µM* | 11% | 10% | 19% | u
COc1ccc(CN2C(=O)NC(=O)/C(=C/c3ccc(OC)c(OC)c3OC)C2=O)cc1 | 3.3 | -17 | u | 8.4µM* | 7% | -4% | 10% | -26%
Oc1ccc(CC2(N3CCCC3)CCCCC2)cc1 | 0.6 | 2 | -3% | -12% | 14% | 1% | -17% | 5%
CCN(CC)CCN=Cc1c(O)n(Cc2ccccc2)c(=O)[nH]c1=O | 2.3&1.1 | 1 | 15%&-12% | -11%&-3% | 8%&4% | -13%&-10% | -1%&-6% | 6%&-10%
COC(=O)CCCCC1SCC(NC(=O)c2ccccc2)C1Cl (configuration not stated) | -0.2 | 2 | -4% | -6% | 2% | 13% | -4% | -7%
CC(=O)Nc1ccc(S(=O)(=O)NC(CC(=O)N2CCC3(CC2)OCCO3)C(C)C)cc1 (configuration not stated) | 0.2 | -3 | -25%[57.1 µM] | -4% | -9% | 4% | -26% | 1%
CCN(CC)P(c1n(C)cc[n+]1C)N(CC)CC | 2.5 | -8 | 3% | -26% | 4% | 1% | -33% | 6%
(continued)
SMILES | IL2 activator | PI5P4Ka inh | WRN inhibitor | PLK1 PBD inh | EPAC1 ag | Abeta rescue | FUS yeast rescue | EPAC1 antagonist
O=C(NCC1=C(c2cccc3ccccc23)C[C@@H]2CC[C@H]1N2Cc1ccco1)c1ccncc1 | -1.6 | -7 | -9% | -18% | 3% | 10% | -20% | 3%
CC(C)C(=O)c1cn(Cc2ccc(C#N)cc2)c2ccccc12 | 0.8 | 4 | -11%[57.1 µM] | -7% | 1% | u | 15% | -16%
ClCCN(CCCl)c1ccc(-n2cnc3c(Cl)ncnc32)cc1 | -0.3 | -11 | 1% | -9% | -1% | -19% | 14% | -10%
COc1ccc(S(=O)(=O)NCc2ccc(C(=O)N3CCC4(CC3)OCCO4)cc2)cc1 | 0.5 | x | 4% | -3% | -2% | -7% | 11% | 8%
CCn1cc(CN2CCCC(C(=O)c3cccc(OC)c3)C2)c(C)n1 (configuration not stated) | 0.6 | 2 | 3% | -7% | 4% | -1% | 8% | 13%
CC[C@H]1CN2CCC1C[C@H]2[C@H](O)c1ccnc2ccc(OC)cc12 (some centres not stated) | 1.8 | 4 | -12% | -10% | 8% | 2% | -15% | 12%
O=C(c1ccccc1F)c1cn(CC(=O)N2CCOCC2)c2ccccc12 | 1.7 | -9 | 6% | u | -7% | 0% | 7% | 2%
CN1C(=O)/C(=C\c2ccc(Br)s2)C(=O)NC1=S | -0.4 | -77* | 18µM* | 1.2µM* | 8% | -63%[inhibitor] | 17% | 1%
O=C1NC(=S)N(c2ccc(F)cc2)C(=O)/C1=C/c1ccccc1O | -1.6 | -1 | 0%[57.1 µM] | -29% | 1% | 7% | 23% | 14%
COc1cc(Br)cc(CN2CCN(C)CC2)c1O | -2.8 | x | u | 1% | 9% | 0% | 20% | -14%
CC1CCC(NCCc2ccc3c(c2)OCO3)CC1 (configuration not stated) | -2.8 | x | -13% | 2% | -1% | 15% | 2% | 17%
CCOP(=O)(Cc1ccc(C(=O)CC)o1)OCC | 3.6 | -5 | -7% | -7% | 8% | -9% | -8% | 4%
CN1C(=O)NC(=O)/C(=C\C=C\c2ccccc2[N+](=O)[O-])C1=O | -6.2 | u | -1% | 1.2µM* | 6% | -7% | 16% | 12%
C[C@]12CCC3C(CC[C@H]4[C@H](O)[C@H](O)CC[C@]34C)C1CCC2=O (some centres not stated) | -0.8 | -2 | 8% | 0% | 8% | 10% | -6% | 10%
CC(=O)N(C)CC#CCN1CCC(O)CC1 | -0.4 | x | x | x | 5% | -10% | -14% | 2%
CSc1ncc(/C=C2/C(=O)NC(=O)N(c3ccc(C)cc3)C2=O)cn1 | 0.4 | u | -1% | 9.5µM* | -4% | 9% | 33% | -11%
COc1ccc(N/N=C/c2c(O)n(-c3cccc(C)c3)c(=O)[nH]c2=O)cc1 | 2.7 | -6 | 3% | -13% | 8% | 9% | 7% | 27%
CCCCn1nnnc1C(CCc1ccccc1)N1CCC2(CC1)C(=O)NCN2c1ccccc1 (configuration not stated) | -0.8 | 1 | -3% | -3% | -8% | -11% | 9% | -7%
Cc1cccc(C(=O)NC(Oc2ccccc2)C(Cl)(Cl)Cl)c1 (configuration not stated) | -1.2 | -3 | -1% | 15µM* | 4% | 13% | 3% | -10%
O=C(CN1CCCC1=O)Nc1ccccc1 | 0.8 | 7 | -1% | 4% | 2% | 19% | -15% | 1%
Brc1ccc2[nH]cc(C=NN3CCCCCC3)c2c1 | -4.0 | -1 | 2% | -8% | 15% | 4% | x | -2%
COC(=O)NC(=C(Cl)Cl)P(=O)(c1ccccc1)c1ccccc1 | 1.6 | -7 | 1% | -9% | 10% | -10% | 6% | -5%
CCCc1[nH]nc2c1C1(C(=O)N(CC(N)=O)c3ccccc31)C(C(=O)OC)=C(N)O2 (configuration not stated) | -0.1 | -7 | 3% | 0% | -8% | 11% | -2% | 0%
CC1CCN(CC(=O)c2ccccc2Cl)CC1 | -1.3 | 6 | -1% | u | 6% | 4% | 8% | u

Some of these compounds in order of molecular weight, low to high:
SMILES | IL2 activator | PI5P4Ka inh | WRN inhibitor | PLK1 PBD inh | EPAC1 ag | Abeta rescue | FUS yeast rescue | EPAC1 antagonist
O=C(CN1CCCC1=O)Nc1ccccc1 | 0.8 | 7 | -1% | 4% | 2% | 19% | -15% | 1%
COc1ccccc1N1C(=O)CC(=O)NC1=O | -0.4 | -2 | 2% | -13% | 16% | x | -10% | -8%
CC1CCN(CC(=O)c2ccccc2Cl)CC1 | -1.3 | 6 | -1% | u | 6% | 4% | 8% | u
CCN(CC)P(c1n(C)cc[n+]1C)N(CC)CC | 2.5 | -8 | 3% | -26% | 4% | 1% | -33% | 6%
Brc1ccc2[nH]cc(C=NN3CCCCCC3)c2c1 | -4.0 | -1 | 2% | -8% | 15% | 4% | x | -2%
CSc1ncc(/C=C2/C(=O)NC(=O)N(c3ccc(C)cc3)C2=O)cn1 | 0.4 | u | -1% | 9.5µM* | -4% | 9% | 33% | -11%
COc1ccc(N/N=C/c2c(O)n(-c3cccc(C)c3)c(=O)[nH]c2=O)cc1 | 2.7 | -6 | 3% | -13% | 8% | 9% | 7% | 27%
CCCCNC(=O)c1c(N)n(Cc2ccc3c(c2)OCO3)c2nc3ccccc3nc12 | -1.8 | x | -22% | -5% | 8% | -3% | -11% | -29%
